HSF1 inhib = HSF1 inhibition. NIH3T3-HGL HSE-luciferase, MG132-induced, luminescence 8 h; stronger effect = lower value. activity change, negative = inhibition, % at 7.5 µM (by protocol). hit rate 0.77% among 300,000. AID 2098;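 active = more than half of replicate wells show activity change below -50%, luminescence cut by over half; inconclusive = some wells, but at most half, below -50%; inactive = no replicate well below -50%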;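 note: luciferase reports HSF-1 transcriptional activity via heat shock element; 0% = median of DMSO wells and -100% = zero luminescence signal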
HDAC3 inhib = human HDAC3 inhibition; recombinant HDAC3, fluorogenic peptide/trypsin coupled, fluorescence; inhibition, % at 8.3 µM; hit rate 0.15% among 320,000; AID 2718; in the data active = inhibition above about 26%, passing the limit was not always enough; inconclusive = no clear call, values can overlap the other calls
Target sequence (O15379 whole entry, looked up): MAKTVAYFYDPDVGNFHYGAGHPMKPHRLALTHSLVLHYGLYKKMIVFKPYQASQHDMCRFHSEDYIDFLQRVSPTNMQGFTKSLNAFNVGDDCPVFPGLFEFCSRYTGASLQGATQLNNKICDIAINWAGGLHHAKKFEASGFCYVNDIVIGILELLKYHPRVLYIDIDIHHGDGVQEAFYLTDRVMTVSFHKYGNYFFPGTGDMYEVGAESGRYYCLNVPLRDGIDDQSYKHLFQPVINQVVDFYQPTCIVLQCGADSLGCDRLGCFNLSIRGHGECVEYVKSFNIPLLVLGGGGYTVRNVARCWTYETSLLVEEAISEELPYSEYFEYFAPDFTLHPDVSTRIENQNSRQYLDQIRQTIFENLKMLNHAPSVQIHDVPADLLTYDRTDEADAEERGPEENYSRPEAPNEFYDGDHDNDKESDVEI
Platelet DG rel = modulates dense granule release in human platelets. human platelet-rich plasma, SFLLRN dense granule ATP release, luminescence. hit rate 0.22% among 300,000. inhibition, %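 (compounds screened at 7.5 µM in platelet-rich plasma)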;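 active = mean replicate score, as percent of positive control, at or above 50; inconclusive = mean below 50 but at least one replicate at or above 50; inactive = mean and every replicate below 50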
HSF1 activator = increases HSF-1 driven luciferase reporter signal | NIH3T3-HGL HSF-1 luciferase reporter, MG132, 8 h; 100% = twice DMSO control signal | activation, % at 9 µM | hit rate 1.7% among 300,000 | AID 504408;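 active = mean replicate activation of at least 50% with a set share of replicates each reaching 50%; inconclusive = only one of those two conditions met; inactive = mean below 50% and too few replicates reaching it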;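 note: 0% = median of the neutral control wells and 100% = twice that signal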
GSK3B inh = inhibitors of human GSK3beta kinase; P49841; GST-GSK3beta kinase, ADP-Glo luminescence, 60 min; stronger effect = lower value; activity score (negative = inhibition), % at 10 µM; hit rate 0.038% among 300,000; AID 2097;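 active = more than half of replicate wells score below -50%, meaning over 50% inhibition versus plate controls; inconclusive = some replicates but at most half score below -50%; inactive = no replicate scores below -50%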;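 note: 0% = median DMSO wells and -100% = median GW8510 positive control wells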
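test system = GST-tagged human GSK3beta kinase, cell-free | reagent = 25 µM ATP with peptide substrate | dosing = one dose of 10 µM per compound | schedule = 60 min reaction, RT | detection = luminescent ADP-Glo measurement of ADP formed | control set = DMSO neutral wells and GW8510 at 20 µM as positive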
GSK3A inh = human GSK-3 alpha kinase inhibition; ADP-Glo luminescence, 60 min; inhibition, % at 10 µM; hit rate 0.1% among 320,000; AID 2650;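 in the data active = inhibition above about 50%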;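 note: GST-tagged GSK-3 alpha with peptide substrate and 25 µM ATP; 0% = DMSO neutral wells and 100% = GW8510 positive control wells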
Target sequence (P49840 whole entry, looked up): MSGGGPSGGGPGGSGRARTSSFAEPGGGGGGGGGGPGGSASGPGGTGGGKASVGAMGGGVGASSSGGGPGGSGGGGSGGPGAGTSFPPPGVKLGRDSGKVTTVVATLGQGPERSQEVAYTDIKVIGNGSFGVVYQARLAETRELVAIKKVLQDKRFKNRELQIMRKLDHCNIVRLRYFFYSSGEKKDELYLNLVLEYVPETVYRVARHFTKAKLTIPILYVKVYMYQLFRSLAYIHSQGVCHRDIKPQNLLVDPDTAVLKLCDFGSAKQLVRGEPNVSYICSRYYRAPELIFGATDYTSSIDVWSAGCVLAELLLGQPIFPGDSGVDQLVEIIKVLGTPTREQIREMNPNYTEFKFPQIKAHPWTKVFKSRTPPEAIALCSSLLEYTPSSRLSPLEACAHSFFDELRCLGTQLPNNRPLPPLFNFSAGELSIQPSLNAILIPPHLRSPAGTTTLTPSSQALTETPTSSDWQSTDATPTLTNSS
AI-2 QS mod = Vibrio harveyi AI-2 quorum sensing modulation; hit rate 0.4% among 300,000; activity change, % at 7.5 µM; Vibrio harveyi JMH597 AI-2 luminescence/OD600 ratio, 9 h; stronger effect = lower value; strain lacks LuxN and CqsS sensors; 0 = neutral-control median; in the data active = activity change below about -75%, passing the limit was not always enough; inconclusive = no clear call, values can overlap the other calls;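 note: luminescence divided by OD600 gain over 9 h not by final OD600 alone; inactives centre near 13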
DYRK1A inh = blocks rat Dyrk1A kinase activity; Q63470; ADP-Glo luminescence, NFATc1 peptide; inhibition, % at 12.5 µM; hit rate 0.43% among 310,000; AID 504441; in the data active = inhibition above about 50%;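 note: plate controls were vehicle with enzyme for no effect and no enzyme for full effect; many of its hits are not listed in these tables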
PolyA inh = blocks polyadenylation in yeast reporter cells. AID 1875. calls only at 12 µM. S. cerevisiae SKY197-pL101 polyadenylation reporter, beta-gal luminescence; efflux-impaired pdr1/pdr3 knockout yeast; score 100 = 6 SD above DMSO. hit rate 0.02% among 300,000;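 active = lowest replicate activity score at least 50, where 100 means six control SD above control mean; inconclusive = lowest score under 50 but half or more replicates reach 50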;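 note: yeast exposed to compound for 9 h at 30 °C; higher score means more reporter readthrough which indicates perturbed polyadenylation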
HSP90 refold inh = blocks HSP90-mediated luciferase refolding in reticulocyte lysate; Rabbit reticulocyte lysate, luciferase refolding luminescence, 3 h; inhibition, % at 5.6 µM; hit rate 0.91% among 290,000; AID 1789;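 active = inhibition above the screen-wide mean plus 3 SD, computed separately per campaign, cut at about 16% in these data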;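 note: 0% = DMSO wells and 100% = 60 µM geldanamycin wells; inhibitors lower the luminescence because luciferase stays unfolded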
* marks the source's active call; other numbers are inactive results; i = inactive; ? = inconclusive; . = not tested or not shown.

SMILES | HSF1 inhib | HDAC3 inhib | Platelet DG rel | HSF1 activator | GSK3B inh | GSK3A inh | AI-2 QS mod | DYRK1A inh | PolyA inh | HSP90 refold inh
FC(F)(F)c1cc(C(F)(F)F)c2ccc(N3CCN(c4ccc(Cl)cc4)CC3)nc2n1 | -1.0 | -1.3 | 0.4 | -3.4 | 0.4 | -2.5 | 20.5 | 1.1 | i | -1.0
COc1ccc2sc(NC(=O)c3ccco3)nc2c1 | 16.1 | 10.9 | 21.9 | 32.8 | -1.7 | -4.4 | 21.6 | 31.8 | i | 55.6*
COc1ccc(CCNC(=O)CSc2nc(C)cs2)cc1 | -5.6 | -1.6 | 0.5 | -3.2 | 3.8 | -2.0 | 16.0 | -0.8 | i | 4.3
O=C(NC(=S)Nc1ccccc1N1CCOCC1)c1ccc(-c2ccccc2F)o1 | -2.3 | -2.9 | 24.2 | 10.2 | -3.3 | 1.7 | 11.4 | 6.4 | i | -1.0
Cc1nn2c(=O)cc(COC(=O)c3ccc(NC(=O)C(C)(C)C)cc3)nc2s1 | -2.0 | -2.1 | -3.9 | -5.0 | 0.9 | -3.7 | 15.6 | . | i | 0.3
CCCC(=O)NC(NC1CCS(=O)(=O)C1)C(Cl)(Cl)Cl (stereo not given) | -1.6 | ? | 0.6 | -1.5 | -2.4 | 1.5 | 32.8 | -2.4 | i | -4.3
CCCN1CNC(=S)N(CC2CCCO2)C1 (stereo not given) | 1.6 | -1.1 | -7.4 | -3.3 | -4.7 | -4.9 | -0.2 | 9.6 | i | -5.7
C=CCOC(=O)C1=C[C@H](c2ccc(Br)cc2)C[C@H](OCCCCO)O1 | -3.8 | 3.3 | -2.6 | 11.5 | 3.7 | -0.8 | 11.4 | 2.1 | i | .
CN1CCC(OC(=O)c2cccc(Cl)c2)CC1 | -5.5 | 2.5 | 12.1 | -13.9 | -0.4 | -2.5 | 16.5 | -1.8 | i | -1.9
O=C(Cc1csc(Nc2nc(=S)[nH]c3ccccc23)n1)N1CCN(c2cccc(Cl)c2)CC1 | 13.8 | -4.8 | -0.2 | 4.9 | 3.4 | -3.0 | 11.4 | -1.5 | i | 5.9
Cc1occc1-c1nnc(SCC(=O)NCCc2ccccc2)n1Cc1ccccc1 | 11.8 | 0.6 | . | 5.7 | 0.6 | 1.5 | 2.7 | -3.0 | i | -0.3
O=C(NCCCN1CCCCC1)C1CCN(S(=O)(=O)N2CCC3(CC2)OCCO3)CC1 | -2.7 | -1.9 | -4.0 | -16.8 | -3.5 | 7.2 | -3.4 | 1.2 | i | 3.8
O=C1NC(NS(=O)(=O)c2ccc(Cl)cc2)(C(F)(F)F)C(=O)N1Cc1cccnc1 (stereo not given) | -3.4 | 1.1 | -5.6 | 2.1 | 3.5 | -2.5 | 15.8 | -1.2 | i | 0.2
CC(OC(=O)/C=C/c1cccc(C(F)(F)F)c1)C(=O)NC1CCCCC1C (stereo not given) | -1.1 | . | 4.9 | -11.8 | -0.2 | -2.5 | 8.3 | -2.9 | i | .
Cc1ccc(NC(=O)CN2CCN(Cc3ccccc3)CC2)cc1F | 0.8 | 3.9 | 0.9 | -15.2 | 1.2 | -4.0 | 13.9 | 9.4 | i | -6.0
COc1cc(OC)c(/C=N/n2c(C)nnc2C)c(OC)c1 | -1.5 | 4.9 | 3.9 | 17.7 | 0.2 | 1.1 | 27.6 | -4.8 | i | 1.1
Cc1c(Cl)c([N+](=O)[O-])nn1CC(=O)NCc1ccco1 | -5.0 | 4.9 | -3.1 | -19.3 | 0.9 | 0.2 | 11.1 | -4.8 | i | -1.9
CCc1ccc(NC(=O)NCC2CCN(Cc3cccc(Cl)c3)CC2)cc1 | -2.5 | -0.7 | 4.2 | 0.7 | -2.9 | 0.6 | 16.0 | -5.5 | i | 8.7
O=c1oc(-c2ccco2)nc2c1cnn2-c1ccccc1 | -2.4 | 61.8* | -1.2 | -0.7 | -0.5 | -3.9 | 0.5 | -2.1 | i | 3.0
O=C(CSC(=S)N1CCSCC1)c1ccc(Cl)cc1 | 5.1 | -1.8 | 1.2 | -6.2 | -0.7 | -1.7 | 15.7 | 0.2 | i | -3.6
CCOc1ccc(NC(=O)c2ccccc2NC(=O)CN(C)CC(=O)Nc2ccc(C)cc2)cc1 | 0.4 | 6.8 | 0.1 | 2.7 | -0.2 | . | 13.1 | -1.9 | . | 0.5
O=C(Nc1ccc(N2CCN(C(=O)C3CC3)CC2)cc1)c1cccs1 | 8.6 | -6.1 | 6.2 | 20.3 | -1.9 | . | 14.8 | -1.8 | i | 0.1
Cc1ccc(O)c(-c2cc(C(F)(F)F)[nH]n2)c1 | 22.2 | 5.9 | 7.9 | 32.3 | -2.1 | 0.7 | -18.1 | 7.7 | i | -0.2
Cc1ccc(NC(=O)Cn2nnc(C(=O)NCc3ccco3)c2N)cc1 | 2.3 | -2.7 | -5.7 | 7.3 | -6.2 | 1.6 | 8.1 | -3.6 | i | 4.6
Cc1c(CC(=O)N2CCN(C(=O)C3COc4ccccc4O3)CC2)c(=O)oc2cc(O)cc(O)c12 (stereo not given) | -0.9 | -9.2 | 10.4 | -4.2 | -1.4 | 1.8 | 15.9 | 4.6 | i | -1.6
Cc1ccc(C2=NS(=O)(=O)N(C)C(C(=O)Nc3cc(C)n(CC(=O)N4CCC(C)CC4)n3)=C2)cc1 | 4.1 | -4.2 | -1.6 | 3.1 | -0.6 | 1.6 | -0.1 | -3.5 | i | 4.3
CN(Cc1ccccc1)C(=O)C(C(=O)c1ccc(F)cc1)n1cc(Cl)ccc1=O (stereo not given) | 13.1 | -2.3 | 1.7 | 18.8 | 2.2 | -0.5 | 13.4 | -0.9 | i | 1.3
CN(CC1CCCO1)S(=O)(=O)c1ccc(C(=O)Nc2nccs2)cc1 (stereo not given) | -0.1 | 2.0 | 8.9 | 5.2 | -3.2 | -0.8 | 33.1 | -2.4 | i | -3.0
N#CCOc1ccccc1/C=C/c1nc2ccccc2c(=O)[nH]1 | 4.6 | 2.3 | 3.6 | 21.2 | -2.2 | -0.4 | 22.1 | 5.1 | i | -4.0
O=C(c1ccco1)N1CCN(S(=O)(=O)c2ccc3c(c2)CCN3C(=O)C2CC2)CC1 | -3.4 | 3.8 | -1.1 | 16.1 | -5.4 | 1.5 | 31.2 | 7.6 | i | -3.2
O=C(CN1C(=O)C2CCCCC2C1=O)Nc1cccc([N+](=O)[O-])c1 (stereo not given) | 2.6 | . | -9.7 | 12.0 | -3.3 | . | 14.9 | 25.3 | i | .
CN(C(=O)CSc1nc(-c2ccccc2)cs1)C1CCS(=O)(=O)C1 (stereo not given) | 12.6 | 2.8 | 6.1 | 0.7 | -1.9 | 2.0 | 8.5 | 4.7 | i | -2.9
CCc1n(CC(O)COCc2ccccc2)c2ccccc2[n+]1C (stereo not given) | -3.3 | 4.0 | 8.3 | 30.9 | 0.0 | -2.1 | 12.8 | . | i | -1.9
COc1ccc2c(CCNC(N)=S)c[nH]c2c1 | -4.3 | -4.1 | -2.7 | 3.1 | -1.4 | -0.1 | 18.7 | -7.8 | i | -6.9
CCOC(=O)c1ccc(NC(=O)C2COc3ccccc3O2)cc1 (stereo not given) | 17.1 | 4.3 | -1.6 | -1.3 | 1.0 | 4.3 | 7.3 | 6.7 | i | -5.2
Cc1ccc(NC(=O)NCCc2ccc(S(N)(=O)=O)cc2)cc1 | 5.9 | -6.3 | 2.4 | 24.1 | 1.2 | 0.6 | 4.4 | -27.8 | i | 0.3
CNc1ccncc1S(=O)(=O)NC | 3.2 | -4.6 | 3.9 | 13.4 | 0.3 | 1.1 | 8.0 | -5.5 | i | 1.8
Cc1cc(C)n(CCC(=O)N2CCN(S(=O)(=O)c3ccc(C)c(C)c3)CC2)n1 | -5.4 | 8.8 | -0.4 | -3.6 | 2.7 | -0.5 | 23.2 | -3.8 | i | -0.2
Cc1cc(=O)n(CCCc2ccccc2)[nH]1 | 9.4 | 4.4 | -3.5 | 32.2 | -2.6 | -3.0 | 2.4 | 7.4 | i | .
CC(C)N1C(=O)c2ccc(C(=O)O)cc2C1=O | 1.4 | -3.8 | 0.7 | -4.6 | 1.6 | 1.4 | 35.0 | 3.3 | i | 3.2
O=C(COc1ccc(Cl)cc1)Nc1ccc2oc(=O)ccc2c1 | -2.8 | -4.6 | 4.9 | 26.5 | -0.2 | -46.6 | 25.5 | -9.2 | i | -5.2
Nc1nncn1C(=O)CCCN1C(=O)c2ccccc2C1=O | -7.4 | 0.2 | 9.1 | -3.8 | -0.4 | 0.4 | 19.3 | -0.1 | i | -4.5
Cc1csc2nc(NC(=O)c3ccccc3)sc(=O)c12 | 20.9 | -7.1 | -15.4 | 21.1 | 1.7 | -3.9 | 13.3 | 2.5 | i | -4.1
CCOc1cc(C(=S)N2CCOCC2)ccc1OC(=O)c1cccc(C)c1 | 9.2 | 8.7 | -2.4 | 8.5 | 3.4 | -4.2 | 4.9 | . | i | 1.1
Cc1ccc(Nc2nc(N)nc(CN3CCc4ccccc4C3)n2)cc1 | 4.4 | -2.8 | -2.9 | 3.0 | 2.3 | -2.1 | 25.8 | -4.0 | i | 0.5
O=C1C(c2ccc(F)cc2)N(C2CCCCC2)C(=O)CN1C1CCCC1 (stereo not given) | -4.9 | -2.2 | -2.3 | 1.7 | -0.8 | 0.4 | -8.9 | -3.5 | i | 8.3
C/C(CC(=O)Nc1ccc(C)c(Cl)c1)=N\NC(=O)c1ccccn1 | 135.8 | 1.0 | -4.5 | 205.6* | . | -2.9 | . | -4.3 | i | 8.8
Cc1ccc(Cl)cc1NC(=O)CCS(=O)(=O)c1cccc2nonc12 | 9.7 | 3.7 | 6.0 | 46.7 | -0.6 | 5.2 | 21.1 | -1.5 | i | -4.6
O=C(NCCN1CCOCC1)c1cc2ccccc2oc1=O | 7.5 | -1.1 | 10.7 | -10.8 | -0.8 | -0.3 | 6.0 | 2.7 | i | -2.7
O=C(NCc1ccccc1)c1ccc(S(=O)(=O)C(F)F)cc1 | -1.0 | -1.6 | 5.5 | -11.2 | 2.3 | -2.8 | 44.0 | . | i | 1.3
Cc1ccnc(NC(=O)COc2ccc(Cl)cc2)n1 | 6.1 | -5.7 | -6.8 | 6.4 | -0.1 | -2.0 | 5.6 | -3.1 | i | -0.4
COc1ccc2cc(-c3csc(-c4cccnc4)n3)ccc2c1 | -2.4 | -1.2 | -29.6 | -7.6 | -0.7 | -3.4 | 15.0 | 12.8 | i | 0.2
CCC(=O)Nc1ccc(-c2nc3ccccc3c(=O)o2)cc1 | 7.3 | . | 2.5 | -4.8 | -0.1 | . | 5.1 | 0.6 | i | 3.2

High-throughput results from PubChem.

Not all compounds are listed; count on the stated rates, not on these rows.
